mcGAS lum – mouse cGAS inhibition by luminescence; 0.15% of 160,000 active; Q8C6L5; recombinant cGAS, Kinase-Glo ATP depletion luminescence; AID 1259399; inhibition, % at 12.5 µM;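 also: 0% = negative control wells and 100% = reference inhibitor with no enzyme activity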
NPYLR7 agonist – activates Aedes aegypti NPYLR7 receptor | HEK293T NPYLR7/Galpha15, GCaMP6s calcium fluorescence | activation, % at 10 µM | 0.15% of 270,000 active | AID 1259423; in the data active = activation above about 40%;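 also: 0% = vehicle and 100% = reference agonist at the receptor; some compounds past the cut are filed as inactive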
hcGAS inh – human cGAS inhibition | Q8N884 | recombinant h-cGAS, ATP depletion, Kinase-Glo luminescence | inhibition, % at 12.5 µM | 0.081% of 290,000 active | AID 1259398;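 also: 0% = vehicle reaction and 100% = reaction without DNA for no activity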
Target sequence (Q8N884 whole entry, looked up): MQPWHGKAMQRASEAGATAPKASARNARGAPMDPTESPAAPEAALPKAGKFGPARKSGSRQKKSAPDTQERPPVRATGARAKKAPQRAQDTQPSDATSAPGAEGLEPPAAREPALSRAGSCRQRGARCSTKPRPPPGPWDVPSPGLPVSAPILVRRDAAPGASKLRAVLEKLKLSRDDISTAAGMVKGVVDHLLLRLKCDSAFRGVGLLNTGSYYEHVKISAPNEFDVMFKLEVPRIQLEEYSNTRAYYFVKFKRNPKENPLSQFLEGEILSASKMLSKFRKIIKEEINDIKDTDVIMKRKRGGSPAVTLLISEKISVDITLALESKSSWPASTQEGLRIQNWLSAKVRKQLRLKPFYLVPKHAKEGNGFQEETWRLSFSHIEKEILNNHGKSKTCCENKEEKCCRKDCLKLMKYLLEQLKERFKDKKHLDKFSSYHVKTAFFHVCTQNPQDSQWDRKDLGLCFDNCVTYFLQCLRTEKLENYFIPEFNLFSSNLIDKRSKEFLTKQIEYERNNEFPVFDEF
An asterisk follows results filed as active; · = no result given; & = joins results of further samples. Rule as the data show it, unless noted: active = inhibition above about 40%; inactive = the rest.

The opening 4 compounds, to show the layout:
#1 C=CCn1c(SCc2ccccc2Cl)nc2c1c(=O)[nH]c(=O)n2C
#2 COCc1nn2c3c(cnc2c1-c1ccc(F)cc1)C(=O)CCC3
#3 Cc1nc2ccc(Cl)cn2c(=O)c1NC(=O)c1ccc(C(F)(F)F)cc1
#4 Cc1nonc1C1CCCN1Cc1cn(Cc2ccccc2)nc1-c1ccc2c(c1)OCO2 (stereo not given)

assay / compound | 1 | 2 | 3 | 4
mcGAS lum | -4 | · | · | -9
NPYLR7 agonist | -2 | -1 | 2 | -3&15
hcGAS inh | -2 | -12 | -9 | -4&-10

The list itself (from the top)
#1 C=CCn1c(SCc2ccccc2Cl)nc2c1c(=O)[nH]c(=O)n2C
#2 COCc1nn2c3c(cnc2c1-c1ccc(F)cc1)C(=O)CCC3
#3 Cc1nc2ccc(Cl)cn2c(=O)c1NC(=O)c1ccc(C(F)(F)F)cc1
#4 Cc1nonc1C1CCCN1Cc1cn(Cc2ccccc2)nc1-c1ccc2c(c1)OCO2 (stereo not given)
#5 O=c1cnnc(SCc2cccc3ccccc23)[nH]1
#6 Cc1ccsc1C(=O)N1CCN(Cc2cc(=O)c(OCc3ccccc3Cl)co2)CC1
#7 CN(CC(=O)NCC(O)c1ccccc1C(F)(F)F)c1cnccn1 (stereo not given)
#8 Cc1ccccc1-c1cc(O)c2c(c1)CN(C(=O)CC(F)(F)F)CCO2

assay / compound | 1 | 2 | 3 | 4 | 5 | 6 | 7 | 8
mcGAS lum | -4 | · | · | -9 | 2 | -7 | · | ·
NPYLR7 agonist | -2 | -1 | 2 | -3&15 | 2 | 13 | 5 | -2
hcGAS inh | -2 | -12 | -9 | -4&-10 | 0 | -7 | 0 | 2

#9 Cc1cc(C)n(NC(=O)c2ccc(Oc3ccccc3)cc2)c(=O)c1C#N
#10 COc1ccc(-c2nnc(SCC(=O)N/N=C\c3ccc(F)cc3)n2-c2ccccc2)cc1OC
#11 COc1ccc2[nH]c3c(c2c1)CCN(C(=O)c1ccc(OC)c(C(F)(F)F)c1)C3c1ccccc1OC (stereo not given)
#12 C=CCN(C(=O)c1cccc(Cl)c1)C(C)C(=O)c1c(C)c(C(=O)OCC)n(C)c1C (stereo not given)
#13 O=C(COc1ccccc1)NCc1c(-c2ccccc2)nc2n1CCS2
#14 O=C(CCCn1nc(-c2ccco2)ccc1=O)NCc1ccco1
#15 CSc1nc(C)c(CCC(=O)OC(C(=O)N(C)C)c2ccccc2)c(C)n1 (stereo not given)
#16 CC(C)(C)NC[C@@H](O)COc1cccc2c1CCCC2=O

assay / compound | 9 | 10 | 11 | 12 | 13 | 14 | 15 | 16
mcGAS lum | · | · | -9 | -6 | · | -3 | · | -7
NPYLR7 agonist | 11 | -5 | 7 | -8 | 14 | 6 | 1 | 2
hcGAS inh | -7 | -3 | -20 | -9 | -3 | 2 | 2 | -8

#17 CCOC(=O)COc1ccc2oc(=O)cc(-c3cc4cccc(OC)c4o3)c2c1
#18 O=C(CCN1CCSC1=O)Nc1cc(Br)ccc1F
#19 Cc1ccc(C)c(C2CC(c3ccc(C)c(C)c3)=NN2C(=O)CN2CCOCC2)c1 (stereo not given)
#20 C=CCn1c(=O)c2c(nc3n2CCN3c2ccc(C)c(Cl)c2)n(C)c1=O
#21 CCOC(=O)c1c(NC(=O)c2cccs2)sc(C(=O)N2CCOCC2)c1C
#22 CCn1c(=O)c2c(nc3n2CCCN3c2cccc(Cl)c2)n(C)c1=O
#23 CCOc1ccc(Cn2c(=O)oc3ccccc32)cc1
#24 CC(=O)Nc1ccc(CN(C)c2c(C)nc3ccc(C(=O)NCCN(C)C)cn23)cc1

assay / compound | 17 | 18 | 19 | 20 | 21 | 22 | 23 | 24
mcGAS lum | -1 | · | -7 | · | -6 | · | -1 | -3
NPYLR7 agonist | -3 | 4 | 23 | 2 | -10 | 0 | 1 | 4
hcGAS inh | -3 | -13 | -7 | 0 | -2 | -1 | 3 | -3

#25 O=C(O)CN1C(=O)/C(=C\c2ccc(-c3ccc(F)cc3)o2)SC1=S
#26 CCCc1nc2c(c(=O)c3ccccc3n2C)c(=O)n1Cc1ccccc1
#27 Cc1cc(C)cc(COc2coc(CN3CCN(S(=O)(=O)c4cccc(C#N)c4)CC3)cc2=O)c1
#28 O=S(=O)(Nc1ccccc1)N1CCOCC1
#29 Cc1c(C(=O)NC(C)CCC(C)C)sc2nc(-c3ccco3)[nH]c(=O)c12 (stereo not given)
#30 COc1ccc(C2=NN(C(=O)CN3CCN(C(C)=O)CC3)C(c3ccccc3OC)C2)cc1 (stereo not given)
#31 COc1cccc(C(=O)NCC(c2cccc3ccccc23)N2CCCC2)c1OC (stereo not given)
#32 CCOC(=O)c1[nH]c2ccc3c4ccccc4ccc3c2c1CCN1C(=O)c2ccccc2C1=O

assay / compound | 25 | 26 | 27 | 28 | 29 | 30 | 31 | 32
mcGAS lum | -4 | · | -6 | -3 | · | -4 | · | -6
NPYLR7 agonist | 0 | -4 | 1 | 21 | 7 | 11 | -3 | -5
hcGAS inh | 9 | 0 | -3 | -6 | -8 | -4 | 4 | -4

#33 CC1CCCC2(C1)OCC(C(=O)NCc1cccnc1)N2C(=O)C1CCCC1 (stereo not given)
#34 Cc1ccc(CNC(=O)C2CN(C)CCO2)c(OC(C)(C)C)c1 (stereo not given)
#35 CCN1CCC(C(=O)NC(c2ccccc2)c2ccc3ccccc3n2)CC1 (stereo not given)
#36 COCCCN(Cc1nc(C(=O)OC)cs1)C(=O)Nc1ccc([N+](=O)[O-])cc1
#37 OC1(c2cccs2)CN(c2ccc(Cl)cc2)C2=[N+]1CCCC2 (stereo not given)
#38 COCc1nc(NC2CCCc3cc(OC)ccc32)c2cnn(C)c2n1 (stereo not given)
#39 CN(CC1OCCO1)C(=O)CCCc1ccc(NC2OC(C3COC(C)(C)O3)[C@@H]3OC(C)(C)O[C@H]23)cc1 (stereo not given in full)
#40 COCC(=O)NC(C)CN(C(=O)COC)c1ccccc1 (stereo not given)

assay / compound | 33 | 34 | 35 | 36 | 37 | 38 | 39 | 40
mcGAS lum | -3 | -7 | -2 | -3 | -10 | -18 | -5 | ·
NPYLR7 agonist | -4 | 3 | 8 | -2 | -2 | 18 | -10 | 6
hcGAS inh | -4 | -9 | -4 | -2 | -6 | -11 | -4 | -6

#41 CCSC1=C(C#N)C(c2ccccc2)C(c2ccccc2)C(=O)N1 (stereo not given)
#42 CCCc1ncncc1C(=O)NC1CC(=O)N(Cc2ccccc2Cl)C1 (stereo not given)
#43 Cc1cc(C#N)c(C)n1-c1cc(C(F)(F)F)cc(C(F)(F)F)c1
#44 CCC(=O)C1=C(c2ccc(Cl)cc2)N(C(=O)CC)n2c(CC)nnc2S1
#45 COc1ccc(-n2c(Cc3ccccc3)nnc2SCCCCC(=O)N(CCc2ccccc2)Cc2ccccc2)cc1
#46 O=C1OCC(CO)(CO)N=C1NNc1ccc(Cl)c(Cl)c1
#47 CC(=NNc1ccnc2cc(Cl)ccc12)c1ccc(C)o1
#48 O=C(O)c1nn(CC2CCCCC2)c(=O)c2ccccc12

assay / compound | 41 | 42 | 43 | 44 | 45 | 46 | 47 | 48
mcGAS lum | · | · | -7 | · | -4 | · | -2 | -7
NPYLR7 agonist | 4 | 4 | -3 | 9 | -1 | -3 | 2 | 7
hcGAS inh | -3 | -7 | -5 | -8 | -2 | -1 | -5 | -6

A second format for two compounds above.
Results follow in this order: mcGAS lum, NPYLR7 agonist, hcGAS inh
#46 O=C1OCC(CO)(CO)N=C1NNc1ccc(Cl)c(Cl)c1
  ·, -3, -1
#47 CC(=NNc1ccnc2cc(Cl)ccc12)c1ccc(C)o1
  -2, 2, -5

Continued.
#49 Cc1nnc(-c2cc3ccccc3n2CC(=O)Nc2ccccc2C(F)(F)F)o1
#50 O=C(c1cc(-c2ccc(F)cc2)nc2cc(-c3ccc(Cl)cc3)nn12)N1CCN(c2ccccc2F)CC1
#51 CCC(Nc1ccc(NC(C)=O)c(OC)c1)c1ccc(F)cc1F (stereo not given)
#52 COc1ccc(Nc2nc(N3CCN(C)CC3)nc3[nH]ncc23)cc1
#53 Nc1nc(NCc2ccccc2)nc(N2CCN(Cc3ccccc3)CC2)c1[N+](=O)[O-]
#54 COc1cc(C(=O)N2CC3(CCCC3)c3cc4c(cc3C2C)OCCO4)cc(OC)c1OC (stereo not given)
#55 COc1ccccc1-c1cc(C(=O)N2CCc3ccccc3C2)nc2cc(C(C)(C)C)nn12
#56 CCOc1ccc(-n2nnc(C(=O)OCc3nc(-c4cccc(Cl)c4)oc3C)c2C)cc1

assay / compound | 49 | 50 | 51 | 52 | 53 | 54 | 55 | 56
mcGAS lum | -5 | -10&-8 | · | · | · | -1 | 84* | -7
NPYLR7 agonist | 10 | -1&22 | 9 | 3 | -1 | -1 | -2 | 0
hcGAS inh | 0 | -7&-2 | -2 | -5 | -2 | -2 | 6 | -5

#57 Cc1cccc(-n2c(=O)[nH]c3c(C(N)=O)nc(-c4ccco4)nc32)c1
#58 COc1ccccc1-c1ccc(NCc2cn3c(n2)SCC3)nn1
#59 CSCCC(C(=O)O)N1C(=O)C2CCCCC2C1=O (stereo not given)
#60 Nc1[nH]c(=O)ncc1-c1ccc(-c2ccccc2)s1
#61 CCCn1c(CCC(=O)Nc2ccc(N(C)C)nc2)nc2cc(S(=O)(=O)N3CCCC3)ccc21
#62 COc1cccc(C(CN2CCN(C(=O)CC3NC(=O)NC3=O)CC2)OCc2ccc(C#N)cc2)c1 (stereo not given)

assay / compound | 57 | 58 | 59 | 60 | 61 | 62
mcGAS lum | · | -12 | · | · | -5 | -5
NPYLR7 agonist | 2 | -2 | 3 | 1 | 1 | 0
hcGAS inh | -7 | -9 | -4 | -4 | -11 | -1

Another view of 3 compounds above:
cpd | SMILES | mcGAS lum | NPYLR7 agonist | hcGAS inh
59 | CSCCC(C(=O)O)N1C(=O)C2CCCCC2C1=O (stereo not given) | · | 3 | -4
60 | Nc1[nH]c(=O)ncc1-c1ccc(-c2ccccc2)s1 | · | 1 | -4
61 | CCCn1c(CCC(=O)Nc2ccc(N(C)C)nc2)nc2cc(S(=O)(=O)N3CCCC3)ccc21 | -5 | 1 | -11

Screens: PubChem BioAssay, Fisher Drug Discovery Resource Center
